Screens (PubChem)
NALP3 yeast inh: NALP3 inflammasome inhibitors in reconstituted yeast, primary screen, luminescence, uHTS; Yeast reconstituted NLRP3/ASC/caspase-1, beta-gal luminescence, 24 h; inhibition, % at 10 µM; hit rate 0.39% among 330,000; AID 2825, 2010;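 active means inhibition of 50% or more; inactive means inhibition below 50%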;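 further: plate controls were induced DMSO wells for no effect and uninduced yeast grown without galactose for full effect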
tim10-1 inh: growth inhibitors of tim10-1 mutant yeast, primary screen, luminescence, uHTS. S. cerevisiae tim10-1 ts strain growth, BacTiter-Glo, 24 h. inhibition, % at 20 µM. hit rate 2.2% among 330,000;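 active means inhibition of at least 40%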;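 further: mutant grown at 25 °C; 0% = DMSO wells with yeast and 100% = wells holding no yeast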
A3A deaminase: APOBEC3A ssDNA deaminase inhibitors, primary screen, selectivity assay for APOBEC3G inhibitor project, biochemical, FAM/TAMRA oligo cleavage fluorescence; hit rate 0.41% among 330,000; AID 493011, 2011; recombinant A3A, FAM/TAMRA ssDNA deamination fluorescence; inhibition, % at 20 µM;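 active means at least 40% inhibition at 20 µM here, with at most 30% in a related deaminase screen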;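 further: plate controls were A3A with DMSO for no effect and wells lacking A3A enzyme for full effect; some results filed as inactive read as strong as hits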
Target sequence (P31941 whole entry, looked up): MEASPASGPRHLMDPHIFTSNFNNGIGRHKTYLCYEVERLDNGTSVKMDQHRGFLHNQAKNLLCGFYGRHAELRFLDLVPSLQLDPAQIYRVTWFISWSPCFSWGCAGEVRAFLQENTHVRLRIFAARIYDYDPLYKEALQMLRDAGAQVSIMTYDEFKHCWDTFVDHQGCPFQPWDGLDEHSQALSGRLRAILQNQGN
mIAP inh: inhibitors of mouse IAP, primary screen, biochemical, luminescence, uHTS; purified mouse IAP, CDP-Star luminescence, 30 min; inhibition, % at 10 µM; hit rate 0.2% among 330,000; AID 2806, 2010; intestinal alkaline phosphatase [Mus musculus];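 active means inhibition of at least 40% at 10 µM in the primary screen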;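 further: plate controls were DMSO with enzyme for no effect and no enzyme wells for full effect; values of inactives mirror those of a sister screen read the other way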
A3G deaminase: APOBEC3G DNA deaminase inhibitors, primary screen, biochemical, fluorescence, single-stranded DNA substrate, uHTS. DNA dC->dU-editing enzyme APOBEC-3G (Homo sapiens), Q9HC16. AID 493012, 2011. inhibition, % at 20 µM. recombinant A3G, ssDNA deamination FAM/TAMRA fluorescence. hit rate 0.28% among 330,000;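 active means inhibition of at least 40% at 20 µM, with no more than 30% in the related APOBEC3A deaminase screen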;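 further: plate controls were DMSO wells with A3G for no effect and wells lacking A3G enzyme for full effect; some compounds called inactive have numbers as strong as hits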
Target sequence (Q9HC16 whole entry, looked up): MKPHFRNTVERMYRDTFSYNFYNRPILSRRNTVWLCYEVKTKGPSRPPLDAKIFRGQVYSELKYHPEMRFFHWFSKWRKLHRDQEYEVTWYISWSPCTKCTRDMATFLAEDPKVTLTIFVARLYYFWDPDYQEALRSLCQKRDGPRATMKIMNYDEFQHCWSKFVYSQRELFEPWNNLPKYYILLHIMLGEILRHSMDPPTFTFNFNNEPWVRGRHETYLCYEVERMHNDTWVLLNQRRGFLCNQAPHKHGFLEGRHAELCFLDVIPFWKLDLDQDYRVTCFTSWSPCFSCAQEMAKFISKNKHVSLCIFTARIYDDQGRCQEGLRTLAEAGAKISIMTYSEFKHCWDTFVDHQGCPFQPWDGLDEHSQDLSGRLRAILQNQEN
TIM10 inh: growth inhibitors of isogenic TIM10 control yeast, primary screen, counter-screen for tim10-1 yeast inhibitor project, luminescence, uHTS; S. cerevisiae TIM10 strain growth, BacTiter-Glo luminescence, 24 h; inhibition, % at 10 µM; hit rate 1.4% among 330,000; AID 463195, 2010;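 active means inhibition of 40% or more at the single tested concentration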;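 further: wild-type TIM10 isogenic control strain grown at permissive 25 °C; 0% = DMSO yeast wells and 100% = minimal medium wells without yeast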
mIAP act: activators of mouse IAP, primary screen, biochemical, luminescence, uHTS | muIAP, CDP-Star luminescence, 30 min; active compounds read high; 1 = vehicle-only enzyme signal, 0 = enzyme-free wells | activation factor at 10 µM | hit rate 0.24% among 330,000;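 active means activation factor of at least 2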; further: the source names both 10 and 20 µM as test concentration; values of inactives mirror those of a sister screen read the other way
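Assay system: mouse IAP enzyme / Compound: DMSO-dissolved test compounds / Timing: 30 min, room temperature / Measured by: luminescence from enzymatic CDP-Star hydrolysis / Control set: DMSO-only wells, enzyme-free buffer wells as negative control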
beta cell repl: inducers of MIN6 beta-cell proliferation, primary screen, ATP luminescence, uHTS; MIN6 cells proliferation, ATPlite luminescence, 48 h; cells starved in 0.2% serum; 100% = growth in 10% serum; AID 2380, 2010; proliferation, % at 10 µM; hit rate 0.29% among 330,000;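 active means compounds whose signal lies at least 3.5 SD above the mean of all wells on their plate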;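 further: 0% = DMSO-treated cells in low-serum medium and 100% = 10% serum control; some compounds called inactive have numbers as strong as hits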
hIAP inh: human IAP inhibitors, primary screen, biochemical, luminescence, uHTS | inhibition, % at 10 µM | purified IAP, CDP-Star luminescence, 30 min | hit rate 0.12% among 330,000 | Intestinal-type alkaline phosphatase (Homo sapiens), P09923;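 active means inhibition reaching a set limit with compound at 10 µM in the primary screen, cut at about 35% in these data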;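 further: plate controls were DMSO wells with enzyme for no effect and no-enzyme buffer wells for full effect; values of inactives mirror those of a sister screen read the other way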
Target sequence (P09923 whole entry, looked up): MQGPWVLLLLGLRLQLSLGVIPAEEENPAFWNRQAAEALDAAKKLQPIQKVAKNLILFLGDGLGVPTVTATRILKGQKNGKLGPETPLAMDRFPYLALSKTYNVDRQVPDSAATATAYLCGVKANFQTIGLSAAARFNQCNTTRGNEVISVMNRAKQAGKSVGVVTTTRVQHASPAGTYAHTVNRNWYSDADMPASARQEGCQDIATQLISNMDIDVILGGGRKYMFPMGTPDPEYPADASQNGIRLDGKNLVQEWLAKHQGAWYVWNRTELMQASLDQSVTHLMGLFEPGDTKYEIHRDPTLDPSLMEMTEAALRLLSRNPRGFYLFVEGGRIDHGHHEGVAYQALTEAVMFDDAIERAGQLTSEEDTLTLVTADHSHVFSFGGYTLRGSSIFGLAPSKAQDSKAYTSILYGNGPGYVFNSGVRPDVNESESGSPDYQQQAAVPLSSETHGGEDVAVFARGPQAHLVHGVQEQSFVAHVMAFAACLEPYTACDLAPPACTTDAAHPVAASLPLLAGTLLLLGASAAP
Starred values were filed as active, the others as inactive.

Under each structure – NALP3 yeast inh	tim10-1 inh	A3A deaminase	mIAP inh	A3G deaminase	TIM10 inh	mIAP act	beta cell repl	hIAP inh
> CCCCN(CCCC)C(=O)C1CC=CCC1C(=O)O (stereo not drawn)
→ 2	4	-3	0	-4	8	1	-3	-16
> O=C(CNc1ccc2ccccc2c1)N/N=C/c1ccc(C(=O)O)cc1
→ 5	8	-1	0	-7	6	1	-1	-1
> COCCN1C(=O)C(O)=C(C(=O)c2cccs2)C1c1ccccc1 (stereo not drawn)
→ 7	11	-2	-14	-7	6	1.1	0	0
> COc1ccc(S(=O)(=O)Nc2ccccc2N2CCOCC2)cc1OC
→ 18	3	-3	-11	-4	4	1.1	8	-6
> CCOC(=O)CCSCC(=O)Nc1nnc(C)s1
→ 16	-4	-4	5	-1	-4	0.95	-3	11
> Cn1c(-c2ccccc2)cc(=O)c2ccccc21
→ 13	8	0	-3	-2	1	1	-1	11
> CCCN1CNC(=S)N(c2cccc(C)c2C)C1
→ 10	26	-3	-2	-8	4	1	-2	-44
> Cc1cc([N+](=O)[O-])c(C(C)(C)C)cc1N
→ 22	2	-2	5	-7	-14	0.95	-2	13
> CCOc1ccc(NC(=O)CSc2n[nH]c(N)n2)c([N+](=O)[O-])c1
→ -3	-11	1	31	3	-3	0.69	0	9
> Cc1ccc(C(=O)NNC(=O)c2cc3cc4ccccc4nc3s2)cc1
→ 8	1	2	0	6	-20	1	-3	22
> Cn1c(SCc2nnc(-c3ccccc3)o2)nc2ccccc21
→ 25	0	2	1	8	2	0.99	1	3
> CN(C)/C=N/C(=S)Nc1ccccc1Cl
→ 5	-1	-5	2	-11	8	0.98	0	8
> CN(Cc1ccccc1)C(=O)c1ccccc1N(C)S(=O)(=O)c1ccccc1
→ 9	17	-3	0	-6	3	1	-1	1
> C#CCOCCOCCOCCNc1nc(N2CCN(C(=O)[C@H](CCCCN)n3cc([C@@H](N)CC(C)C)nn3)CC2)nc(N2CCN(C(=O)[C@H](Cc3cc4ccccc4[nH]3)n3cc([C@@H](N)Cc4ccc(O)cc4)nn3)CC2)n1
→ 8	9	2	-15	-1	-12	1.1	0	4
> COc1cc(C=O)ccc1OCC(=O)N1CCCC1
→ 9	7	3	13	1	5	0.87	0	8
> Cc1ccccc1C(=O)Nc1ccc(N2CCN(C)CC2)nc1
→ 3	1	0	0	-4	-1	1	-2	-10
> COc1ccccc1NC(=O)Nc1nc2ccc(S(N)(=O)=O)cc2s1
→ 0	-3	3	7	-4	-15	0.93	-1	3
> CC1CCN(S(=O)(=O)c2ccc(NC(=O)CCN3C(=O)c4ccccc4C3=O)cc2)CC1
→ -1	25	0	0	-5	16	1	-2	15
> O=C(CSc1nnnn1-c1ccccc1)c1ccc(O)cc1O
→ 0	16	16	2	15	7	0.98	-1	1
> CCOC(=O)C1CCCN(C(=O)Nc2ccccc2)C1 (stereo not drawn)
→ -7	7	1	2	-2	-6	0.98	-1	-4
> Cc1ccc(S(=O)(=O)N2CCN(C(=O)CSC3CCCC3)CC2)c(C)c1
→ 33	18	2	5	3	29	0.95	-1	2
> CN(CCOc1ccccc1)CC(=O)Nc1ccc(Cl)cc1[N+](=O)[O-]
→ 18	-16	-2	6	-2	-13	0.94	-2	11
> O=C(CCNS(=O)(=O)c1ccccc1)NCC1CCCCC1
→ 22	-16	1	1	-8	-6	0.99	-1	-10
> CC(Sc1ccc(S(=O)(=O)N(C)C)cn1)C(=O)NC1CCCC1 (stereo not drawn)
→ 2	10	-3	-4	-12	3	1	-2	17
> CCC(Cc1ccccc1)NC(=O)c1cc(S(=O)(=O)N2CCCCC2)c[nH]1 (stereo not drawn)
→ 7	8	-2	-9	-6	-4	1.1	-3	0
> CCC(NC(=O)C1CCCO1)c1ccccc1 (stereo not drawn)
→ -4	-12	-3	-10	-24	5	1.1	3	-6
> C#Cc1cccc(C(=O)N2CCCC(C(=O)c3ccc(OC)cc3C)C2)c1 (stereo not drawn)
→ 13	-6	-2	-1	-5	-31	1	-3	-2
> COc1ccccc1N1CCN(C(=O)c2cn(Cc3ccccc3)nc2-c2cccnc2)CC1
→ -10	-1	-1	-10	-3	8	1.1	-4	-4
> COc1ccc(-n2c(O)c(C=NCc3ccccn3)c3ccccc3c2=O)c(OC)c1
→ 2	-2	1	-6	-4	2	1.1	-1	-6
> C=CCn1c(SCc2ccccc2)nc2scc(-c3ccc(C)o3)c2c1=O
→ 4	16	-2	10	-4	6	0.9	-3	0
> Cc1ccsc1/C=N/n1c(-c2ccncc2)n[nH]c1=S
→ 10	11	-11	-1	52*	2	1	-1	-17
> O=C(COc1ccccc1)Nc1ccccc1Oc1ccccc1
→ 6	-28	1	1	0	-21	0.99	0	-2
> CN1[C@@H]2CC[C@H]1CC(OC(=O)C(CO)c1ccccc1)C2 (stereo partly drawn)
→ -11	-13	2	1	-1	3	0.99	5	0
> CCOc1ccc(CN2C(=O)c3ccccc3C2=O)cc1C(=O)NC1CC(C)(C)NC(C)(C)C1
→ 13	5	45*	7	9	19	0.93	-1	1
> Cc1onc(-c2ccccc2)c1-c1n[nH]c(=S)n1-c1ccc(C(=O)O)cc1
→ 0	-13	-7	4	-13	-1	0.96	-2	3
> Cc1cccnc1NC(=O)C1CCCN(S(=O)(=O)c2ccc3c(c2)oc(=O)n3C)C1 (stereo not drawn)
→ 5	-25	-2	-5	-9	4	1.1	-2	-2
> COc1ccc(CCC(=O)NCCS(=O)(=O)N2CCN(c3ccccc3F)CC2)cc1
→ 25	26	5	-7	15	13	1.1	0	3
> Cc1c(Br)c([N+](=O)[O-])nn1CC(=O)N1CCN(C23CC4CC(CC(C4)C2)C3)CC1
→ 14	-9	0	10	0	7	0.9	-2	18
> O=C(O)c1cn2c3c(ccc(Cl)c3c1=O)OCC2
→ 2	-11	-2	8	-3	13	0.92	-3	25
> CCCCCCCCCC(=O)NNC(=O)c1c(O)c2ccccc2n(CCC)c1=O
→ 2	-24	-3	4	-9	6	0.96	-2	-13

Two of the compounds above, with tabs.
structure	NALP3 yeast inh	tim10-1 inh	A3A deaminase	mIAP inh	A3G deaminase	TIM10 inh	mIAP act	beta cell repl	hIAP inh
Cc1cccnc1NC(=O)C1CCCN(S(=O)(=O)c2ccc3c(c2)oc(=O)n3C)C1 (stereo not drawn)	5	-25	-2	-5	-9	4	1.1	-2	-2
COc1ccc(-n2c(O)c(C=NCc3ccccn3)c3ccccc3c2=O)c(OC)c1	2	-2	1	-6	-4	2	1.1	-1	-6

Carrying on:
Under each structure – NALP3 yeast inh	tim10-1 inh	A3A deaminase	mIAP inh	A3G deaminase	TIM10 inh	mIAP act	beta cell repl	hIAP inh
> CC(C)CCNC1=NCCCCC1
→ -10	9	-3	-4	-3	-11	1	-2	-13
> CCCCOc1ccc(C(=O)N/C(=C/C=C/c2ccccc2)C(=O)N2CCOCC2)cc1
→ 6	30	-5	-3	-11	19	1	0	-7
> CC1CCN(S(=O)(=O)c2ccc3ncn(CC(=O)N(C)C4CCCCC4)c(=O)c3c2)CC1
→ 0	15	1	8	-2	19	0.92	1	5
> Cc1ccc(-n2c(SCn3nnc4ccccc4c3=O)nnc2-c2cccnc2)c(C)c1
→ 5	26	-3	2	-11	25	0.98	-1	-13
> CC1(C)Cc2c(C#N)c(NC3CCCCC3)nc(-c3ccco3)c2CO1
→ 9	19	-1	-2	5	8	1	-8	-16
> O=C(Cc1cccs1)NCCS(=O)(=O)N1CCN(c2ccccc2F)CC1
→ 5	-4	0	0	-9	-1	0.99	1	6
> COc1ccc(-c2ccc(SCC(=O)Nc3nccs3)nn2)cc1OC
→ -4	-1	-10	-2	-15	-11	1	-3	-9
> Cc1cc(NC(=O)CSc2nnc(-c3cccc(F)c3)n2N)no1
→ -15	7	-2	6	-3	3	0.94	-3	4
> Cc1ccc(S(=O)(=O)N(C)C)cc1NC(=S)Nc1ccc2[nH]c(=O)[nH]c2c1
→ 11	11	-5	12	1	8	0.88	-1	-20
> O=C1CSc2ccccc2N1Cc1ccccc1F
→ 0	9	5	-2	-2	-3	1	1	4
> CC1CC1C(=O)N1CCN(S(=O)(=O)c2cccc(F)c2)CC1 (stereo not drawn)
→ 4	8	-1	4	-8	3	0.95	3	0
> CC(C)NC(=O)c1ccc2c(c1)nnn2C
→ 16	2	-7	23	-6	-4	0.77	2	-13
> Cc1cc(Nc2ncc(Cl)cc2Cl)n(-c2ccccc2)n1
→ 7	17	-2	-3	-7	12	1	5	-12
> COc1cc(CNc2ccccc2)c([N+](=O)[O-])cc1OC
→ 11	25	-3	4	31	-3	0.96	-4	7
> COc1ccc(/C=C(\C#N)c2cc(OC)c(OC)cc2[N+](=O)[O-])cc1
→ 11	12	0	9	-6	9	0.91	-1	26
> CC(C)[C@H](NC(=O)c1ccccc1)C(=O)Nc1cccc(S(=O)(=O)N2CCOCC2)c1
→ -2	1	-1	0	-8	-7	1	-3	-12
> COc1ccc(N2CCN(C(=O)C3COc4ccccc4O3)CC2)cc1 (stereo not drawn)
→ 3	24	-1	1	-1	22	0.99	1	3
> CCC(C)(C(=O)NC1CCCC1)N(C(=O)Cc1cccs1)c1c(C)n(C)n(-c2ccccc2)c1=O (stereo not drawn)
→ -10	9	-1	-8	-8	15	1.1	4	0
> CCOc1ccc2nc(N3CCC(C(=O)N4CCN(c5ncccn5)CC4)CC3)sc2c1
→ 8	5	-4	-8	-15	-10	1.1	-4	12
> CC(c1nnnn1C(C)(C)C)N(Cc1cccnc1)Cc1ccccc1Cl (stereo not drawn)
→ 8	50*	-1	27	-3	42*	0.73	0	10
> CCOc1ccccc1Nc1ccc2nonc2c1[N+](=O)[O-]
→ 6	-5	0	11	-9	17	0.89	-2	26
> COc1ccccc1C(=O)NCC(=O)Nc1cccnc1
→ 9	-10	7	-1	0	-1	1	1	3
> Cc1ccc(NC(=O)CN(C)S(=O)(=O)c2cccc3cccnc23)cc1F
→ 15	15	-7	-5	-5	17	1.1	0	11
> Clc1cccc(Cl)c1C1=NOC(c2nnc(-c3ccccc3)o2)C1 (stereo not drawn)
→ 38	-13	-1	-4	-8	-12	1	0	8
> c1csc(CNc2ncnc3sccc23)c1
→ 17	11	3	-2	-4	-10	1	-6	2
> COc1cccc(CNC(=O)CCC(=O)N2Cc3cccc(OC)c3Oc3ncccc32)c1OC
→ 6	19	-3	8	-5	17	0.92	-2	-2
> COCCCN=Cc1c(C)[nH]n(-c2ccc(Br)cc2Br)c1=O
→ 15	7	2	-1	-1	12	1	2	7
> C=CCN(CC=C)Cc1c(O)ccc2c1oc(=O)c1ccccc12
→ 18	9	0	16	-10	17	0.84	-1	10
> Cc1cccc(NS(=O)(=O)c2ccc(C)c(C(=O)OCC(=O)Nc3cc(C)on3)c2)c1
→ -2	17	-5	-1	-7	20	1	1	7
> COc1ccc(-c2nnc(SCC(=O)Nc3cc(C)on3)n2N)cc1OC
→ 6	-8	-3	-10	-11	-3	1.1	-2	-27
> CC(Oc1cc2oc(=O)c3c(c2cc1Cl)CCCC3)C(=O)NCCN1CCOCC1 (stereo not drawn)
→ 5	8	-4	1	-6	15	0.99	0	-15
